Screening data as filed in PubChem BioAssay.
Spn MK inh: blocks S. pneumoniae mevalonate kinase | purified MK, PK/LDH-coupled NADH absorbance 340 nm | inhibition, % at 10 µM | 0.48% of 65,000 active | AID 555;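 active = ranked among the strongest by inhibition in the single 10 µM screen, a fixed top-ranked set picked for dose follow-up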; note: no value below 0 was filed
LYP inhibition: LYP phosphatase inhibitors, primary screen, biochemical, DiFMUP fluorescence, recombinant catalytic domain, 10 µM (AID 606); recombinant LYP catalytic domain, DiFMUP fluorescence; higher % means a stronger effect; inhibition, % at 10 µM, or IC50 in µM where a hit was titrated; 52,000 tested, under 10 active;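 active = IC50 under 40 µM in the dose-response test; inactive = IC50 of 40 µM or more, or never dose-tested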
HPDE-C7 cytotoxicity: cytotoxicity in HPDE-C7 cells, cell-based, fluorescence, HTS (AID 430). HPDE-C7 pancreatic duct cells viability, fluorescence; higher % means a stronger effect. cytotoxicity, % at 10 µM; hits with a dose series show EC50 in µM. 1.8% of 63,000 active;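 note: cells exposed to compound for 48 hours before viability readout; 0% = vehicle and 100% = reference cytotoxic drug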
TNAP inhibition: human TNAP enzyme inhibitors, biochemical, luminescent (AID 518) | purified TNAP enzyme, luminescent substrate readout; higher % means a stronger effect | inhibition, % at 20 µM, or IC50 in µM where a hit was titrated | 0.09% of 64,000 active; in the data active = a potency from the dose series; inactive = the rest, 99 in 100 with inhibition below about 22%;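 note: plate controls were vehicle for no effect and reference inhibitor for full effect; many of its hits are not listed in these tables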
KRASV12 cytotoxicity: cytotoxicity in KRAS-transformed pancreatic duct cells, primary screen, cell-based, fluorescence, HTS (AID 431). HPDE-C7K KRASV12 cells, Alamar Blue viability, 48 h; higher % means a stronger effect. cytotoxicity, % at 10 µM; hits with a dose series show EC50 in µM. 1.7% of 63,000 active;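 active = compounds whose percent cytotoxicity in the single-dose primary screen, scaled between solvent and toxic-drug controls, exceeds 50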;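 note: 0% = DMSO solvent wells and 100% = doxorubicin-treated wells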
PMK inhibit: inhibitors of Streptococcus pneumoniae phosphomevalonate kinase; purified PMK, PK/LDH-coupled NADH absorbance 340 nm; inhibition, % at 10 µM; 0.49% of 65,000 active; AID 539;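 active = top-ranked compounds by inhibition in the single 10 µM screen, taking a fixed number of the strongest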;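 note: 0% = full reaction with DMSO carrier and 100% = background rate without enzyme reaction; no value below 0 was filed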
HT1080 cytotoxicity: cytotoxicity in HT1080 fibrosarcoma cells, cell-based, fluorescence readout (AID 620). 0.42% of 87,000 active. one-dose cytotoxicity, % at 10 µM; EC50 in µM for titrated hits. HT1080 viability, fluorescence; higher % means a stronger effect;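 note: cells exposed to compound overnight then 4 h with Alamar Blue; 0% = vehicle DMSO and 100% = killing control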
Bfl-1 displacement: displacement of Bid BH3 peptide from Bfl-1 – biochemical, fluorescence polarization, FITC-Bid, mouse, primary screen (AID 432) | FITC-Bid BH3 peptide fluorescence polarization displacement; higher % means a stronger effect | displacement, % at 20 µM, or IC50 in µM where a hit was titrated | 0.02% of 64,000 active; in the data active = a potency from the dose series; inactive = the rest, 99 in 100 with displacement below about 15%; note: strong numbers were not always called active
Spn DPM-DC inh: blocks S. pneumoniae diphosphomevalonate decarboxylase. AID 556. calls only at 10 µM. 0.49% of 65,000 active. purified DPM-DC, PK/LDH coupled NADH fluorescence;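 active = the 320 compounds with the highest percent inhibition in the single-dose primary screen, excluding strongly autofluorescent ones, cut at about 32% in these data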;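 note: kinetic rate of NADH fluorescence loss reporting ADP formed by the decarboxylase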
PMK inhibit pilot replicates: further read-out of PMK inhibit, marked with its call; inhibition, %; measured here: pilot screen replicates
Spn MK inh pilot replicates: also measured in Spn MK inh; calls as there; inhibition, %; measured here: pilot screen replicates
Spn DPM-DC inh pilot screen %: further read-out of Spn DPM-DC inh, marked with its call; inhibition, %; measured here: pilot screen trials
Active calls of the source: *; i = inactive; x = no result given; + = active, no number. Cut-off read from the data, not from the text of the source, unless noted: active = cytotoxicity above about 50%; inactive = the rest.

SMILES	Spn MK inh	LYP inhibition	HPDE-C7 cytotoxicity	TNAP inhibition	KRASV12 cytotoxicity	PMK inhibit	HT1080 cytotoxicity	Bfl-1 displacement	Spn DPM-DC inh	others
O=C(Nc1ccc2c(c1)OC1(CCCC1)O2)C1CC1	7	11%	2%	6%	3%	7	4%	-2%	i
COc1cc(=O)[nH]c(=O)n1C(=O)Cc1ccccc1	7	x	-5%	12%	1%	8	-1%	-6%	i
CCCS(=O)(=O)N1CCc2cc(OC)c(OC)cc2C1	13	x	-7%	14%	28%	3	-11%	-6%	i
CN(C)CCCNc1oc(-c2ccccc2)nc1C#N	4	5%	-10%	6%	-10%	5	-4%	-4%	x
CC(C)(C)c1cc(C(=O)N2CCc3ccccc32)ccn1	5	x	4%	6%	2%	9	-17%	4%	i
O=C(NC1CCCC1)c1ccc2nc(-c3ccco3)c(-c3ccco3)nc2c1	20	-5%	37%	8%	42%	19	-24%	7%	i
Cn1c(=O)c2c(nc(N3CCc4ccccc4C3)n2Cc2ccccc2F)n(C)c1=O	3	-6%	2%	4%	4%	5	0%	4%	i
CN1CCN(c2nc(N3CCN(c4ccccc4)CC3)ncc2F)CC1	5	2%	9%	11%	20%	1	-2%	7%	i
CCCOc1ccc(-c2nnc(-c3ccco3)o2)cc1	15	4%	-9%	2%	0%	5	4%	-3%	i
O=C(CSc1nnc(C2CC2)n1Cc1ccccc1)c1ccc(S(=O)(=O)N2CCOCC2)cc1	13	x	-8%	11%	5%	0	-4%	-1%	i	PMK inhibit pilot replicates=1.5;Spn MK inh pilot replicates=0.0;Spn DPM-DC inh pilot screen %=0.5
O=C1c2ccccc2C(=O)N1CCCCCc1nc(-c2ccccc2)no1	5	0%	-11%	7%	-19%	5	4%	-8%	i
Cc1cc(C)n2nc3ccccc3c2n1	2	4%	-4%	7%	8%	10	5%	1%	i
C=C1N(CCCCCC(=O)O)C(=O)OC12CCCCC2	8	x	-2%	7%	3%	11	4%	-8%	i
CCN(CC)S(=O)(=O)N1CCC(C(=O)NCC2COc3ccccc3O2)CC1 (centres undefined)	0	-5%	-28%	10%	-10%	14	3%	2%	i	PMK inhibit pilot replicates=0.0;Spn MK inh pilot replicates=7.0;Spn DPM-DC inh pilot screen %=3.0
O=C(Nc1ccc(N2CCN(Cc3ccccc3Cl)CC2)cc1)c1cccnc1	6	5%	26%	12%	17%	4	4%	-4%	i	PMK inhibit pilot replicates=0.0;Spn MK inh pilot replicates=5.0;Spn DPM-DC inh pilot screen %=1.5
Cc1cc(NC(=O)C2CC(c3cccc(Br)c3)=NO2)no1 (centres undefined)	8	7%	-3%	10%	-11%	7	5%	-9%	i
CCCc1nc2oc3c(NCCOCCO)ncnc3c2c2c1COC(C)(C)C2	9	4%	-2%	-1%	-10%	2	-1%	-6%	x
CC(C)C(NS(=O)(=O)c1cccs1)C(=O)N1CCc2ccccc2C1 (centres undefined)	0	0%	-15%	6%	4%	18	-4%	-2%	i
CC(=O)CCc1ccc2oc(C(=O)O)c(C)c2c1	2	17%	-8%	10%	-8%	4	1%	3%	i
CC(C)(C)n1ncc2c(=O)n(Cc3ccc(Cl)cc3Cl)cnc21	2	x	x	x	x	6	-2%	x	i
CCN1CCN(CCCNC(=O)C2c3ccccc3C(=O)N(C)C2c2ccc(OC)cc2)CC1 (centres undefined)	3	x	-12%	9%	-8%	0	-12%	0%	i	PMK inhibit pilot replicates=2.0;Spn MK inh pilot replicates=3.5;Spn DPM-DC inh pilot screen %=0.0
O=C(COC(=O)c1cccc(S(=O)(=O)N2CCc3ccccc3C2)c1)NCc1ccco1	0	9%	-3%	7%	1%	15	-10%	3%	i
CC12CC(NC(=O)N1CCc1ccccc1)c1cc(Cl)ccc1O2 (centres undefined)	2	x	-9%	5%	-10%	9	-4%	-3%	i
Cc1sc2ncn(CCn3cnc4sc(C)c(C)c4c3=O)c(=O)c2c1C	11	x	1%	9%	11%	9	0%	-9%	i
COC(=O)c1cc(NC(=O)Cc2coc3cc(OC)ccc23)cc(C(=O)OC)c1	0	-7%	5%	11%	0%	17	31%	0%	i
COC(=O)CN(c1cccc(OC)c1)S(C)(=O)=O	9	x	-5%	15%	-15%	12	-3%	0%	i
O=C(CCCCCn1c(SCC(=O)c2ccccc2)nc2ccccc2c1=O)NCc1ccco1	4	4%	-8%	10%	5%	11	-2%	3%	i
Cc1cc(=O)n2[nH]c(COc3ccccc3)nc2n1	4	x	3%	12%	6%	0	10%	24%	i	PMK inhibit pilot replicates=2.0;Spn MK inh pilot replicates=0.0;Spn DPM-DC inh pilot screen %=0.5
COCCNC(=O)CNS(=O)(=O)c1ccc2nc(C)sc2c1	3	9%	0%	10%	2%	10	-6%	-3%	i
CCc1c(C)nc2ncnn2c1NCCc1ccc(OC)cc1	12	21%	65%*	10%	64%*	5	62%*	0%	i
COc1ccc(N2CCCn3c2nc2c3c(=O)n(Cc3ccc(F)cc3)c(=O)n2C)c(OC)c1	1	5%	-7%	9%	-3%	9	-8%	-3%	i
COc1ccccc1N(CC(O)CN1C(=O)NC(C)(C)C1=O)S(=O)(=O)c1ccc(C)cc1 (centres undefined)	7	14%	-1%	13%	-9%	11	8%	-3%	i
COc1ccc(Cn2c(C3CC3)nc3ccc(NC(=O)c4ccco4)cc3c2=O)cc1	7	x	32%	10%	40%	9	-1%	-2%	i
O=C(Oc1ccc2ccccc2c1Cl)N1CCCC1	6	-3%	-25%	17%	-10%	7	-5%	-6%	i
COc1cccc(-c2cn3nc4c(nc3n2)CCCC4)c1	6	2%	-8%	6%	-8%	11	1%	-9%	i
CCn1nc(C(=O)OCC(=O)NCCN2C(=O)CSC2=O)c2ccccc2c1=O	1	11%	-2%	14%	-3%	15	5%	-1%	i
NC(=O)c1ccc(-n2nnnc2Oc2ccccc2C(=O)N2CCOCC2)cc1	11	9%	-2%	10%	-3%	9	-1%	-4%	i
CCNC(=O)CN(Cc1ccccc1)S(=O)(=O)c1ccccc1	10	6%	-11%	5%	-8%	21	7%	1%	i
Cc1ccc(CSc2nnc(-c3ccccn3)n2C)cc1	4	x	-20%	10%	-56%	0	-12%	-2%	i
COc1cccc(C2C(C(=O)c3sc(C)nc3C)=C(O)C(=O)N2CCN2CCOCC2)c1OC (centres undefined)	0	-6%	12%	6%	21%	4	-15%	0%	i
O=c1oc2ccccc2c(O)c1C=NCc1ccccn1	4	-3%	31%	23%	39%	13	-10%	4%	i	PMK inhibit pilot replicates=1.0;Spn MK inh pilot replicates=0.0;Spn DPM-DC inh pilot screen %=3.5
Cc1ccc(S(=O)(=O)c2c(N)n(NC(=O)C3CC3)c3nc4ccccc4nc23)cc1	12	7%	21%	5%	10%	15	-2%	-8%	x
Cc1ccc(CNC(=O)C(C)OC(=O)c2ccco2)cc1 (centres undefined)	4	0%	-2%	5%	1%	1	-6%	-2%	i
Cc1c(C(=O)OCC(=O)N(CCC#N)c2ccccc2)oc2c1ccc1ccccc12	8	6%	11%	15%	32%	9	-5%	-1%	i
CCOc1ccc(NC2=NCC(=O)N2CCc2ccccc2)cc1	0	-7%	-23%	-1%	-6%	10	-3%	7%	i
O=C1CCCN1CCCNc1ncnc2c1cnn2-c1ccc(Cl)cc1	3	-1%	6%	4%	6%	6	6%	-9%	i
COc1ccc(-c2noc(CCCC(=O)NCc3ccco3)n2)cc1OC	9	7%	4%	9%	7%	2	-10%	0%	i
CCCCCn1c(=O)[nH]c2cc(C(=O)NCCN(CC)CC)ccc2c1=O	11	x	0%	9%	-3%	0	0%	-1%	i
O=C(CSc1ncccc1-c1nc2ccccc2[nH]1)NCc1ccco1	2	x	-20%	9%	-38%	9	5%	2%	i
CC(/C=N/n1cnnc1)=C\c1ccco1	16	-8%	6%	14%	3%	14	2%	4%	+
CCOC(=O)CN1C2=NCCN2c2ccccc21	19	10%	2%	16%	-12%	6	-6%	1%	i	PMK inhibit pilot replicates=1.5;Spn MK inh pilot replicates=6.0;Spn DPM-DC inh pilot screen %=0.0
O=C(NCc1ccccc1)C1CCCN1S(=O)(=O)c1cccc2cccnc12 (centres undefined)	7	-2%	0%	9%	13%	0	8%	-5%	i	PMK inhibit pilot replicates=0.5;Spn MK inh pilot replicates=5.5;Spn DPM-DC inh pilot screen %=3.0
Cc1ccc(OCCCC(=O)N2CCOCC2)c(C)c1	7	25%	3%	6%	-3%	0	x	-4%	i
CCC(=O)Nc1cccc(NC(=O)CSc2nnnn2C2CCCC2)c1	4	7%	-4%	4%	1%	6	0%	-11%	i
CCSc1nnc(N2C(=O)CC(c3ccsc3)C3=C2CC(C)(C)CC3=O)s1 (centres undefined)	0	11%	10%	17%	9%	1	-8%	-7%	i	PMK inhibit pilot replicates=2.5;Spn MK inh pilot replicates=1.0;Spn DPM-DC inh pilot screen %=1.0
CCCc1cc(=O)oc2cc(C)cc(OCC(=O)O)c12	4	14%	2%	11%	17%	0	-19%	-5%	x
Clc1cccc(-c2nc3nc4ccccc4nc3n2Cc2ccco2)c1	5	6%	6%	7%	16%	7	1%	-8%	i
CCN1CCN(C(c2cccs2)C(C)NC(=O)c2ccccc2F)CC1 (centres undefined)	1	-4%	-1%	-1%	0%	20	2%	-4%	i
CC(=O)c1cccc(NC(=O)COc2ccc(S(=O)(=O)N3CCCCC3)cc2)c1	0	x	-7%	9%	0%	0	-1%	0%	i
Cc1ccc(-n2nc(C)c3c2OC(N)=C(C#N)C3c2cccs2)cc1 (centres undefined)	7	7%	x	12%	x	16	4%	-4%	i

Structures above containing a tert-butyl group (two):
SMILES	Spn MK inh	LYP inhibition	HPDE-C7 cytotoxicity	TNAP inhibition	KRASV12 cytotoxicity	PMK inhibit	HT1080 cytotoxicity	Bfl-1 displacement	Spn DPM-DC inh	others
CC(C)(C)c1cc(C(=O)N2CCc3ccccc32)ccn1	5	x	4%	6%	2%	9	-17%	4%	i
CC(C)(C)n1ncc2c(=O)n(Cc3ccc(Cl)cc3Cl)cnc21	2	x	x	x	x	6	-2%	x	i

Following part:
SMILES	Spn MK inh	LYP inhibition	HPDE-C7 cytotoxicity	TNAP inhibition	KRASV12 cytotoxicity	PMK inhibit	HT1080 cytotoxicity	Bfl-1 displacement	Spn DPM-DC inh	others
Cn1cc(/C=N/n2cnc3sc4c(c3c2=O)CCCC4)c2ccccc21	1	10%	21%	-3%	8%	10	-1%	-3%	i
CCCCCOC(=O)C1C2C=CC3(CN(c4ccccc4C)C(=O)C13)O2 (centres undefined)	1	4%	-9%	-2%	-28%	5	-2%	0%	i
O=S1(=O)N=C(Oc2ccccc2)c2ccccc21	9	x	-8%	13%	-14%	1	-5%	8%	i
CN(C)c1ccc(P(=O)(OCc2ccccc2)C(O)c2ccncc2)cc1 (centres undefined)	6	-1%	-9%	6%	-26%	9	35%	-5%	i
CCOC(=O)CCc1c(C)c2ccc(OC(C)C(=O)OCC)c(C)c2oc1=O (centres undefined)	1	15%	-1%	9%	-5%	3	-2%	3%	x
Cc1ccc(S(=O)(=O)Cc2ccc(C(=O)N3CCCC3)o2)cc1	0	-6%	2%	-1%	-4%	10	-4%	-6%	i
